Source: PubChem (National Center for Advancing Translational Sciences (NCATS))
aSyn yeast rescue: alpha-synuclein toxicity suppression in yeast; Potency, µM (series often up to 46.1 µM), without a hit: at the highest dose growth rescue (activation), most hits filed as activators; AID 1347070; actives 0.02% (n = 94,000); S. cerevisiae alpha-synuclein toxicity rescue, BacTiter-Glo growth, 24 h; active = well fitted activation curve with a large enough effect; inconclusive = small, poorly fitted or top-dose-only effect; also: 0% is about no effect
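Growth restoration measured by BacTiter-Glo luminescence after 24 hr at 30 deg C; alpha-synuclein yeast, raffinose-pregrown to mid-log, were added at OD600=0.02 in galactose medium onto pinned compounds.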
Active calls of the source: *; ? = inconclusive; & = joins results of further samples; [ ] = another dose, or the depositor's remark. Potency is read from the fitted curve at half-maximal effect. These rows are one share of the data; the hit share may differ from the screen's.

SMILES	aSyn yeast rescue
CC(CC(=O)Nc1ccc(S(=O)(=O)N2CCOCC2)cc1)c1ccccc1 (stereo not given)	4%
CCSc1ncc(Cl)c(C(=O)Nc2c(C(=O)Nc3ccccc3)oc3ccccc23)n1	-4%
COc1ccc(N(Cc2cccs2)C(=O)COc2ccc([N+](=O)[O-])cc2)cc1	12%
C#CCN(C[C@H]1[C@H](OC(=O)Nc2c(C)noc2C)[C@H](OC(=O)Nc2c(C)noc2C)C[C@@H](C(=O)OC)[C@H]1C(=O)OC)S(=O)(=O)c1ccc(C)cc1	7%
Cc1cn2c(=O)cc(COc3ccc(NC(=O)c4cccc(F)c4)cc3)nc2s1	-10%
O=C(O)c1ccc(COc2ccc3c(c2)CCC3)cc1	?
COc1ccccc1Cn1ccn(Cc2c(F)cccc2Cl)c(=O)c1=O	-4%
CC(=O)c1cccc(NC(=O)c2cc(-c3cccs3)on2)c1	0%
C#CCN(C[C@@H]1[C@@H](OC(=O)NCc2ccco2)[C@@H](OC(=O)NCc2ccco2)Cn2c(=O)ccc(=O)n21)S(=O)(=O)c1ccc(C)cc1	10%
COC(=O)Cc1ccc(NC(=S)NCc2ccccc2)cc1	4%
CC(=O)c1cc(-c2ccc(F)cc2)n(CCC(=O)Nc2nc3ccc(C)cc3s2)c1C	-11%
O=C(Cn1cc(C(F)(F)F)cc(Cl)c1=O)NCc1ccccc1	1%
Cn1cc(-c2ccccc2C(N)=O)c(=O)c2cc(Cl)ccc21	-6%
COc1ccc(C(=O)COC(=O)c2cc(-c3cccs3)nc3ccccc23)cc1	-5%
COc1ccc2c(C)cc(SCC(=O)Nc3nsc(-c4ccccc4C)n3)nc2c1	2%
COc1ccc(-c2cc(C(=O)NCCc3ccccc3)c3c(-c4ccccc4)[nH]nc3n2)cc1OC	-2%
COC(=O)c1ccc(NC(=O)C2CCN(S(=O)(=O)c3ccc4c(c3)CCCN4C(C)=O)CC2)cc1	-11%
COC(=O)c1scc(-c2ccc(C)cc2)c1S(=O)(=O)N1CCN(c2ccccc2F)CC1	2%
Cc1ccc(-c2nnc(Nc3ccc(C(N)=O)cc3)c3ccccc23)cc1S(N)(=O)=O	-1%
CC1=C(C(=O)N2CCOCC2)CC(CC(=O)NC(c2ccccc2)c2ccccc2)C(=O)N1Cc1ccc(C(C)(C)C)cc1 (stereo not given)	5%
CC(=O)Nc1cccc(-c2cn3cccnc3n2)c1	-1%
Cc1cc(C(=O)CSc2nncs2)c(C)n1Cc1ccco1	2%
Cc1noc(C)c1S(=O)(=O)N(C)C[C@H]1OCc2cnnn2CCCC(=O)N([C@H](C)CO)C[C@@H]1C	5%
COc1ccc(S(=O)(=O)N2CCC(C(=O)NN3CCCCC3)CC2)cc1	7%
COC(=O)c1nccc2c1[nH]c1ccccc12	1%
CCN(CC)c1ccc(NC(=O)c2cnn3c(C(F)F)cc(-c4ccccc4)nc23)cc1	-12%
CCN(CC(=O)Nc1c(F)cccc1F)C(=O)c1ccc(OCC(=O)N2CCOCC2)c(OC)c1	9%
CC(=O)c1ccc(NC(=O)C2=CC(c3ccc4c(c3)OCO4)=NS(=O)(=O)N2C)cc1	-4%
CCc1noc(-c2ccc(N3CCCCC3)c([N+](=O)[O-])c2)n1	-1%
COc1ccc(Br)cc1CNC(=O)CN1CCSc2ccccc21	6%

3 records picked at random from the list so far, as already listed:
SMILES	aSyn yeast rescue
COc1ccc(Br)cc1CNC(=O)CN1CCSc2ccccc21	6%
CCN(CC)c1ccc(NC(=O)c2cnn3c(C(F)F)cc(-c4ccccc4)nc23)cc1	-12%
CCN(CC(=O)Nc1c(F)cccc1F)C(=O)c1ccc(OCC(=O)N2CCOCC2)c(OC)c1	9%

More structures:
SMILES	aSyn yeast rescue
CCCn1c(NCc2ccccc2C)nc2ccccc21	5%
CCOC(=O)c1c(C)oc2nc(C)nc(N3CCN(c4ccc(C)cc4C)CC3)c12	-15%
CCOc1ccccc1NC(=O)C(CC(C)C)NC(=O)C1CCC(C)CC1 (stereo not given)	-9%
CCOC(=O)c1c(NC(=O)CSc2cn(CCNC(=O)c3ccccc3OC)c3ccccc23)sc2c1CCCC2	5%
COc1ccc(OC)c(S(=O)(=O)NCC(c2ccco2)S(=O)(=O)c2ccccc2)c1 (stereo not given)	11%&9%
CCOC(=O)Cn1c(-c2ccccc2)cc(SC)c(C#N)c1=O	-3%
CCCc1cc(NCCOCCO)n2c(nc3ccccc32)c1C#N	6%
CCC(C)NC(=O)c1cc(CC(C)C)on1 (stereo not given)	1%
CS(=O)(=O)N1CCN(C(=O)Nc2ccccc2)CC1	-5%
COc1ccc(N2CCN(C(CNC(=O)c3ccc4c(c3)OCO4)c3ccco3)CC2)cc1 (stereo not given)	-1%

Compounds above that have a Cl atom (4):
SMILES	aSyn yeast rescue
CCSc1ncc(Cl)c(C(=O)Nc2c(C(=O)Nc3ccccc3)oc3ccccc23)n1	-4%
COc1ccccc1Cn1ccn(Cc2c(F)cccc2Cl)c(=O)c1=O	-4%
O=C(Cn1cc(C(F)(F)F)cc(Cl)c1=O)NCc1ccccc1	1%
Cn1cc(-c2ccccc2C(N)=O)c(=O)c2cc(Cl)ccc21	-6%

Continued:
SMILES	aSyn yeast rescue
COc1ccccc1-c1c(C)nn2c(-c3ccccc3)cc(C)nc12	-2%
COCc1nnc(NC(=O)c2cc(OC)c(OC)c(OC)c2)s1	-2%
Cc1oc(-c2ccc(Cl)cc2)nc1CN1CCCC(C(=O)NCc2ccc(Cl)cc2)C1 (stereo not given)	-11%
COc1cc(C(=O)OCC(=O)NCCC2=CCCCC2)ccc1OCC(C)C	10%
Cc1cccc(NC(=O)c2cccc(S(=O)(=O)N(C)C3CCCCC3)c2)n1	-20%
CC(C)(C)c1cc(C(C)(C)C)c2oc(=O)c(-c3nc4ccc(C(=O)O)cc4[nH]3)cc2c1	-17%
COc1ccc(CNc2ncnc3sccc23)cc1	-53%[inhibitor]
COc1ccc(-c2[nH]c(-c3ccc(Cl)cc3)nc2SCC(=O)NCC2CCCO2)cc1 (stereo not given)	-7%
COc1ccc(-n2cc(CN3CCCC3)c(-c3cccc(F)c3)n2)cc1	1%
Cc1ccc(S(=O)(=O)N(C)C)cc1NC(=O)C(C)OC(=O)CC1CC2CCC1C2 (stereo not given)	-11%
Cc1ccc(S(=O)(=O)N2CCCc3cc(NS(=O)(=O)c4ccccc4)ccc32)cc1	5%
Cc1cccc(OCC(=O)Nc2nnc(S(=O)(=O)N3CCC(C)CC3)s2)c1	7%
CCOc1ccccc1NC(=O)CSc1nc2c(sc3ccccc32)c(=O)n1CCCC(=O)NC1CCCC1	4%
CCc1ccccc1NC(=O)Cn1c(=O)n(Cc2ccccc2)c(=O)c2c(C)c(C(=O)N(C)C)sc21	6%
CN(CC(O)CN1CCOCC1)S(=O)(=O)O (stereo not given)	-3%
Cc1ccc(NC(=O)COc2ccccc2C=O)cc1Cl	-10%
CCc1ccc(NC(=O)Cn2c(=O)n(CCCC(=O)NCc3ccccc3OC)c(=O)c3ccccc32)cc1	-5%
Cc1cccc(CSC2=NN3CCCC(=O)N=C3S2)c1	-2%
Cc1ccc(Cc2nnc(SCC(=O)Nc3c(C)cccc3C)[nH]c2=O)cc1	1%
Cc1ccc(/C=N/N2C(=O)c3ccccc3NC2c2ccc(C)cc2)cc1 (stereo not given)	-7%
Cc1ccc(C)c(NC(=O)C(c2ccccc2)N2Cc3ccccc3C2=O)c1 (stereo not given)	-12%
COc1ccc(-c2noc(CCCC(=O)NCC3CCCO3)n2)cc1 (stereo not given)	-7%
COc1ccc(CNC(=O)c2ccc3c(c2)N(Cc2ccc(C)cc2)CCS3)cc1	4%
Cc1ccc(S(=O)(=O)N(Cc2nc(-c3ccc(Cl)cc3)no2)C2CCCCC2)cc1	7%
CCOC(=O)c1cccc(Nc2cc(C)nc(C)n2)c1	0%
CCOc1ccc(NC(=O)Nc2c[nH]c(=O)[nH]c2=O)cc1	-1%
CC(=O)Nc1ccc(NC(=O)C(C)c2cccc(C(=O)c3ccccc3)c2)cc1 (stereo not given)	-3%
COc1ccc(N2Cc3cccc(C(=O)Nc4ccc(Cl)cc4)c3C2=O)cc1	-1%
CCc1nc(NCC2CC2)c2nnn(Cc3ccccc3)c2n1	0%
COc1cc(CN(C(=O)c2ccc(OC(C)C)cc2)C2CCS(=O)(=O)C2)cc(OC)c1OC (stereo not given)	-8%
COC(=O)c1cc(=O)n(Cc2ccco2)c(=Nc2ccc(F)c(Cl)c2)s1	-1%
Cc1coc2cc3oc(=O)c(CC(=O)NCc4cccc(Cl)c4)c(C)c3cc12	1%
O=C(c1ccc2ccccc2c1)N1CCc2ccccc21	1%
Cc1ccc(Cl)cc1NC(=O)c1cc(S(=O)(=O)N2CCCCCC2)cn1C	5%
COc1ccc(CNC(=O)CCc2nc3cccnc3n2Cc2ccccc2)cc1	-9%
CCc1ccccc1NC(=O)C1(S(=O)(=O)c2ccc(C)cc2)CC1	15%
O=C(Cc1ccc(F)cc1)NCCc1csc(-c2cccc(F)c2)n1	16%
CCOc1ccc(CNC(=O)CCn2nc(C)c3c(C)n(-c4ccccc4)nc3c2=O)cc1	-12%
C=CCON/C(CCC)=C1\C(=O)C(C(=O)OC)C(C)(C)CC1=NC (stereo not given)	1%
CCCCCC(=O)Nc1ccc(C(=O)N/N=C/c2ccc([N+](=O)[O-])cc2)cc1	1%

Rewritten as a markdown table: part of the list above.
| structure | aSyn yeast rescue |
| --- | --- |
| COC(=O)c1cc(=O)n(Cc2ccco2)c(=Nc2ccc(F)c(Cl)c2)s1 | -1% |
| Cc1coc2cc3oc(=O)c(CC(=O)NCc4cccc(Cl)c4)c(C)c3cc12 | 1% |
| O=C(c1ccc2ccccc2c1)N1CCc2ccccc21 | 1% |
| Cc1ccc(Cl)cc1NC(=O)c1cc(S(=O)(=O)N2CCCCCC2)cn1C | 5% |
| COc1ccc(CNC(=O)CCc2nc3cccnc3n2Cc2ccccc2)cc1 | -9% |
| CCc1ccccc1NC(=O)C1(S(=O)(=O)c2ccc(C)cc2)CC1 | 15% |
| O=C(Cc1ccc(F)cc1)NCCc1csc(-c2cccc(F)c2)n1 | 16% |

(listing goes on)
SMILES	aSyn yeast rescue
O=C(COc1ccc(-c2nnco2)cc1)Nc1c(Cl)cccc1C(F)(F)F	-2%
Cc1cccc(NC(=O)CCS(=O)(=O)c2cc(Br)cc3c2N(C(=O)C2CC2)CC3)c1	-11%
COCCN(C(=O)CCC(=O)Nc1nccs1)C(C(=O)NCCC(C)C)c1ccc(OC)cc1 (stereo not given)	3%
COc1ccc(CCNC(=O)c2c(O)nc3ccccn3c2=O)cc1	0%
COc1cc(C=C2CN(C)C(=O)C2=O)ccc1O	-22%
COc1ccc(-c2noc(CN(Cc3nccn3C)C(C)C)n2)cc1	-3%
CCCCNC(=O)CS(=O)Cc1nc(-c2cccc(C)c2)oc1C (stereo not given)	-4%
COc1cccc(NC(=O)Cn2c(=O)n(Cc3ccccc3)c(=O)c3c4c(sc32)CN(C(C)=O)CC4)c1	1%
COCCc1nn2c(=O)cc(COC(=O)c3ccc(C(C)(C)C)cc3)nc2s1	7%
Cc1cccc(NC(=O)Cn2nnc(C(=O)NCc3ccco3)c2N)c1	-1%

A few values from the results shown.
COc1ccc(-c2noc(CN(Cc3nccn3C)C(C)C)n2)cc1 – aSyn yeast rescue = -3%
COc1cc(C=C2CN(C)C(=O)C2=O)ccc1O – aSyn yeast rescue = -22%
COc1cccc(NC(=O)Cn2c(=O)n(Cc3ccccc3)c(=O)c3c4c(sc32)CN(C(C)=O)CC4)c1 – aSyn yeast rescue = 1%

Continued:
SMILES	aSyn yeast rescue
Cc1ccnc(NC(=O)c2cc(F)c(F)cc2Cl)n1	-27%
CCOc1ccc(C(=O)NCc2nnnn2-c2ccc(C)c(C)c2)cc1OCC	4%
COc1cc(OC)c(N(C)C(=O)Cn2ncc3c(=O)oc4ccccc4c32)cc1Cl	-2%
COc1ccc(-n2c(=O)[nH]c3cc(C(=O)NCCc4ccccc4)ccc3c2=O)cc1OC	-2%
CCc1ccc(NC(=O)Cn2c(=O)n(-c3ccc(OC)cc3)c(=O)c3ccc(C(=O)NCc4ccc(C)cc4)cc32)cc1	-2%
Cc1ccc([N+](=O)[O-])cc1NC(=O)C(C)NS(=O)(=O)c1ccc(F)cc1 (stereo not given)	0%
CCCN(CCC)C(=O)C1CCN(c2ncnc3c2nc2n3CCCCC2)CC1	3%
CCCc1cc(=O)[nH]c2nnc(SCCC(C)C)n12	1%
CN1C(=O)[C@H]2[C@@H](c3ccc(C(F)(F)F)cc3)N[C@]3(CCCN(Cc4ccc(F)cc4)C3=O)[C@H]2C1=O	-4%
CCN1CCN(CCCNC(=O)CCC(=O)N2CCOc3ccc(Cl)cc32)CC1	-3%
Cc1nnsc1C(=O)Oc1ccc(Cl)cc1	-6%
Cc1nc2c3cccnc3nn2c(C)c1CCC(=O)NCc1ccccc1	-6%
Cc1ccc(C(O)(COC(=O)C(C)C)COC(=O)C(C)C)c(O)c1	5%
CCCCC1(CC(=O)OCC)SCCN1C(N)=O (stereo not given)	-1%
Cc1noc(C)c1NC(=O)N(C)C[C@@H]1Oc2cc(Br)ccc2S(=O)(=O)N([C@H](C)CO)C[C@@H]1C	-4%
CCCN(CCC)C(=O)Cn1c(=O)n(-c2ccc(Cl)cc2)c(=O)c2c3c(sc21)CCCC3	-4%
COc1ccc(C)c2sc(N(Cc3cccnc3)C(=O)c3cccs3)nc12	-10%
COc1ccc(-c2[nH]c(-c3ccccc3)nc2SCC(=O)Nc2ccc3c(c2)OCCO3)cc1	0%
Cc1ccc(CNC(=O)CN2C(=O)COc3ccc(S(=O)(=O)Nc4ccccc4)cc32)cc1	-4%
COc1ccc(/C(C)=N/OC/C(O)=C(\C#N)c2nc3ccccc3[nH]2)cc1OC	0%
Cc1ccc2nc(CNC(=O)c3ccccc3)[nH]c2c1	1%
CCOC(=O)c1c(NC(=O)c2cc(=O)c3c(C)cc(C)cc3o2)sc2c1CCC2	2%
CCCS(=O)(=O)NCc1cn2c(C)csc2n1	2%
